Bim-Mcl-1 – disrupts Bim peptide binding to human Mcl-1 | inhibition, % at 10 µM | Q07820 | actives 0.1% (n = 190,000) | AID 1009 | Bead-based flow cytometry, Bim peptide-Mcl-1 binding;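 further: 0% = no compound tracer wells and 100% = peptide blocker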
Bfl-1 Bim block – inhibitors of Bim-Bfl-1 interaction, human; inhibition, % at 10 µM; AID 1008; Q16548; actives 0.12% (n = 190,000); Bead-based flow cytometry, Bim-Bfl-1 binding inhibition;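 further: 0% = wells without compound plus tracer and 100% = blocker peptide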
Bim-Bcl-2 – human Bim-Bcl-2 interaction inhibition | P10415 | Bead-based flow cytometry, Bim peptide-Bcl-2 binding | inhibition, % at 10 µM | actives 0.06% (n = 190,000); in the data active means inhibition above about 40%; inconclusive means no clear call, values can overlap the other calls;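 further: 0% = no compound wells with probe peptide and 100% = reference peptide inhibitor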
Target sequence (P10415 whole entry, looked up): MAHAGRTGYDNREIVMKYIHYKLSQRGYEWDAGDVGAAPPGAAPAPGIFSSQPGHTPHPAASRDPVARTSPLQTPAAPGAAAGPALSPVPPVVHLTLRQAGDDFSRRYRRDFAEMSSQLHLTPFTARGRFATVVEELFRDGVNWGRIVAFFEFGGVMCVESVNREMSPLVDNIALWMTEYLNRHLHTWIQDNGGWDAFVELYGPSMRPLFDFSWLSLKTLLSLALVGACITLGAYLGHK
RGS8-Gao reg – modulates binding of RGS8 to human Galphao; multiplexed bead flow cytometry; actives lie on both sides; response (percent of control binding), % at 10 µM; actives 0.34% (n = 220,000); AID 1423; in the data active means response below about 60% or above about 140%; inactive means in between;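 further: Galphao activated as the GDP aluminium fluoride complex binding bead-coupled RGS8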
RGS4-Gao reg – modulates binding of RGS4 to human Galphao; actives 0.33% (n = 220,000); AID 1415; binding response (% of control), % at 10 µM; Multiplexed bead flow cytometry; actives lie on both sides; P09471; in the data active means binding response below about 49% or above about 150%; inactive means in between;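 further: fluorescent Galphao activated with aluminum fluoride binding bead-coupled RGS4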
ABCB1 block – inhibitors of human ABCB1 transporter, ABCG2 counter-screen; P08183; CCRF-Adr cells, JC-1 efflux, flow cytometry; inhibition, % at 6.6 µM; actives 0.067% (n = 190,000); AID 1326; in the data active means inhibition above about 40%;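 further: 0% = vehicle and 100% = reference inhibitor; higher value means more JC-1 retained so stronger ABCB1 efflux block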
Bim-Bcl-XL – human Bim-Bcl-XL interaction inhibition; Bim peptide-Bcl-XL binding, bead flow cytometry, fluorescence; inhibition, % at 10 µM; actives 0.04% (n = 190,000); AID 1007
Target sequence (Q07817 whole entry, looked up): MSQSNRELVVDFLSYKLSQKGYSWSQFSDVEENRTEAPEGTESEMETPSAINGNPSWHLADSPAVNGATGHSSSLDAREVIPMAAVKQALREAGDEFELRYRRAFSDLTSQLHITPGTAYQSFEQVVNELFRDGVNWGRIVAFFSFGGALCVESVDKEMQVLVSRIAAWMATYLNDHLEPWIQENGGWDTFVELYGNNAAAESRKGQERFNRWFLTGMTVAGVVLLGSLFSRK
Bcl-W Bim block – inhibitors of Bim-Bcl-W interaction, human; inhibition, % at 10 µM; Q92843; actives 0.02% (n = 190,000); bead-based flow cytometry, Bim peptide-Bcl-W binding;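 further: 0% = bound tracer without compound and 100% = peptide blocker; higher means less fluorescent Bim peptide bound to Bcl-W beads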
Target sequence (Q92843 whole entry, looked up): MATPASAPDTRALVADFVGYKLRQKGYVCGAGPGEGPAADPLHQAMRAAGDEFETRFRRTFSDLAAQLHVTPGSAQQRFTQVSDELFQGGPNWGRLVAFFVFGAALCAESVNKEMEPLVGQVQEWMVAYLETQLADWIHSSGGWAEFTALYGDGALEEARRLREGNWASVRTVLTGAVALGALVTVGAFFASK
ABCG2 inh – blocks JC-1 efflux by human ABCG2 transporter. inhibition, % at 6.6 µM. IgMXP3 cells, flow cytometry. actives 0.1% (n = 190,000). AID 1325. Q9UNQ0;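 active means inhibition above 80%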;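 further: 0% = DMSO and 100% = nicardipine control wells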
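Test system: IgMXP3 (ABCG2) plus far-red-tagged CCRF-Adr (ABCB1) cells. Reagent: JC-1 dye as substrate. Timing: 10 min exposure at 25 °C with rotation, no wash. Measured by: flow cytometric JC-1 green MFI at 530 nm. Read-out: percent efflux inhibition, scaled nicardipine 100% to DMSO 0%. Control set: nicardipine and DMSO wells.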
Bcl-B Bim block – inhibitors of Bim-Bcl-B interaction, human | Q9HD36 | bead-based flow cytometry, Bim peptide-Bcl-B binding | inhibition, % at 10 µM | actives 0.073% (n = 190,000);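 further: 0% = tracer peptide without compound and 100% = reference inhibitor peptide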
Target sequence (Q9HD36 whole entry, looked up): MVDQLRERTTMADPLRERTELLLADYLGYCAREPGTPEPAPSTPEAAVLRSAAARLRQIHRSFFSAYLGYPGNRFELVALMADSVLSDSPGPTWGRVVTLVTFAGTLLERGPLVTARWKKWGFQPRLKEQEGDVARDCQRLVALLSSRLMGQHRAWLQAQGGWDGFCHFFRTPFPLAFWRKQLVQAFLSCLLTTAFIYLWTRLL
RGS7-Gao – regulators of human RGS7-Galphao interaction; binding response (% of control), % at 10 µM; AID 1439; P09471; Multiplexed bead flow cytometry, RGS7-Galphao binding; actives lie on both sides; actives 0.35% (n = 220,000); in the data active means binding response below about 49% or above about 150%; inconclusive means no clear call, values can overlap the other calls; inactive means in between;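 further: fluorescent Galphao held in activated GDP-AlF4 state binding bead-coupled RGS7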
An asterisk follows results filed as active; u = inconclusive. Unless noted, no stated cut-off is given here; in the data, active means inhibition above about 40%.

Values run as follows: Bim-Bcl-2	RGS4-Gao reg	Bcl-W Bim block	Bim-Mcl-1	ABCG2 inh	RGS7-Gao	RGS8-Gao reg	Bfl-1 Bim block	Bcl-B Bim block	Bim-Bcl-XL	ABCB1 block
1. CCC(C)NC(=O)c1ccc2c(SCC(=O)O)c3c(nc2c1)CCCC3 (stereo not drawn)
→ -6	99	-3	-6	-4	97	98	-4	-5	-6	-0.4
2. CSc1nc(N)c2c(n1)OC(N)=C(C#N)C2c1cccnc1 (stereo not drawn)
→ -1	91	-2	-1	0	93	95	-9	-5	-7	0.0
3. O=C(CN1C(=O)c2ccccc2S1(=O)=O)N1CCN(c2ccccc2F)CC1
→ -10	101	-3	-1	10	99	101	-12	-10	-17	1.1
4. Cc1ccc(S(=O)(=O)Nc2ccc(Cl)cc2)cc1NC(=O)c1cc2c(s1)CCCC2
→ 0	101	-2	-4	-6	100	101	0	-6	-2	-0.6
5. Cc1ccccc1Nc1c(-c2ccc(N3CCOCC3)cc2)nc2ncccn12
→ -3	100	0	0	13	101	99	-4	-1	-2	1.5
6. CC1(C)CC(N(Cc2ccccc2)C(=O)Cc2ccccc2)CCO1 (stereo not drawn)
→ 0	101	0	0	10	95	100	-5	-3	-2	2.2
7. CCN(CC)C(=O)CSc1nc2ccccc2c(=O)n1CCC(=O)NCCc1ccc(OC)c(OC)c1
→ -3	99	0	0	12	99	100	-3	-1	0	0.7
8. CNC(=O)c1c(NC(=O)c2nc3ccccc3s2)sc2c1CCC2
→ -7	95	1	0	-2	96	100	-6	-9	-4	-1.0
9. CCOCC(=O)Nc1cccc(OC)c1
→ -8	104	-2	-1	0	104	103	-15	-7	-5	0.5
10. COc1ccccc1/C=C(\NC(=O)c1ccc(OC)c(OC)c1)C(=O)Nc1cc([N+](=O)[O-])ccc1C
→ -9	97	-2	-4	2	96	100	-12	-8	-4	0.5
11. COc1cc(/C=N/NC(=S)NCCN2CCOCC2)ccc1O
→ 2	103	-1	-2	5	100	103	0	-11	-6	0.5
12. COc1cccc(C=NCCNC(=O)c2nonc2N)c1O
→ -12	102	0	-2	8	103	103	-18	-9	-6	1.5
13. COc1ccc(/C=C/C(=O)O/N=C(\N)c2ccccc2)cc1OC
→ -7	105	-5	-6	1	103	105	-13	-11	-10	-0.3
14. O=C(c1ccccc1-c1ccccc1)N1CCOCC1
→ 1	103	0	0	3	104	101	0	-1	1	0.8
15. COc1ccc(C2C(C(=O)N3CCOCC3)=C(C)NC3=C2C(=O)CC(C)(C)C3)cc1O (stereo not drawn)
→ -9	103	0	0	-5	99	102	-16	-5	-7	-0.5
16. COc1ccc2c(c1OC)C(=O)NC(C)=C(C(=O)OC(C)(C)C)C2O (stereo not drawn)
→ -10	102	2	3	0	101	96	-11	-6	0	0.2
17. CCN(CC)C(=O)NC(c1ccc(C)c(F)c1)C(Cl)(Cl)Cl (stereo not drawn)
→ 0	97	-1	-2	10	101	79	0	-5	-6	1.9
18. CCCCOc1ccc(NC(=O)C2OC3OC(C)(C)OC3C3OC(C)(C)OC23)cc1 (stereo not drawn)
→ -7	99	-4	-2	9	98	99	-13	-8	-6	1.0
19. O=C1CN(C(=O)COC(=O)/C=C/c2ccco2)c2ccccc2N1
→ -2	104	0	-1	7	102	101	-4	-4	-5	1.1
20. COc1ccc(OC)c(NC(=O)C2CCN(c3nc(C)cc(C)n3)CC2)c1
→ -12	105	1	-1	2	104	108	-15	-10	3	0.5
21. N#Cc1c2n(c3c(=O)n(Cc4ccc(Cl)cc4)cnc13)CCCC2
→ -6	101	3	-1	10	104	100	-12	-6	1	2.7
22. C=CCn1c(COc2ccc(CC)cc2)nnc1SCC(=O)N(C)C1CCS(=O)(=O)C1 (stereo not drawn)
→ -3	95	-1	-2	1	97	99	0	-2	-3	0.3
23. COc1ccc(C2c3c(oc4ccccc4c3=O)C(=O)N2c2ccc(C)cn2)cc1OC (stereo not drawn)
→ -6	94	0	0	-1	87	94	-10	-6	-2	0.7
24. CCc1ccc(NC(=O)C(C)Oc2nnc(-c3cccs3)c(-c3cccs3)n2)cc1 (stereo not drawn)
→ 0	100	0	2	-1	95	100	-1	-8	0	-0.3
25. O=C(O)c1cccc(CSc2nnc(-c3ccco3)o2)c1
→ -16	102	0	-4	16	99	101	-18	-9	-7	2.1
26. O=C1Nc2ccccc2C(=O)N2CCCCC12 (stereo not drawn)
→ 0	89	16	0	-1	86	75	5	1	8	-0.3
27. CCc1nc2ccccc2n1CC(O)COCC1CC=CCC1 (stereo not drawn)
→ 0	102	0	0	14	u	100	-2	0	-1	1.5
28. CNC(=O)c1ccc(-c2ccc(Cl)c(Cl)c2)s1
→ -1	98	-1	0	19	u	97	-4	-1	0	1.0
29. Cc1ccc(C(=O)NCC(=O)NC2CCCC2)cc1
→ -3	99	0	1	1	u	101	-4	-2	0	0.2
30. O=C(O)CCC(=O)NNC(=O)c1ccc(-c2ccccc2)cc1
→ -5	98	-1	-1	2	105	101	-6	-7	-5	0.1
31. CCOC(=O)c1ccc(Oc2cc(C)nc(SC)n2)cc1
→ 0	99	5	0	0	97	99	-2	-1	0	-0.2
32. COc1cc2c(cc1OC)CN(C(=O)COc1ccc(C#N)cc1)CC2
→ -10	126	-5	-6	3	120	115	-15	-12	-15	0.5
33. COc1ccc(CNC(=O)Cc2c(C(=O)O)[nH]c3ccccc23)cc1
→ 0	87	0	0	3	90	98	-1	-1	0	0.3
34. CC(NC(=O)c1ccco1)C(c1cccs1)N1CCOCC1 (stereo not drawn)
→ -5	104	3	0	2	101	102	-8	-7	-1	0.6
35. CN(C)/C=C/C(=O)c1cc(F)cc(C(F)(F)F)c1
→ -5	93	-1	-1	4	95	96	-4	-1	-1	0.8
36. CC(c1ccccc1)C1C(C#N)=C(N)OC2=C1C(=O)CC(C)(C)C2 (stereo not drawn)
→ -9	102	0	-2	2	107	104	-11	-7	-2	1.0
37. COc1ccc(C/C(C)=N/NC(=S)Nc2ccc(C(C)C)cc2)cc1
→ 1	99	-5	-4	-3	101	98	-4	-7	-5	-0.8
38. Cc1cc2nnc(SC3CCOC3=O)n2c2ccccc12 (stereo not drawn)
→ -7	103	0	-1	4	104	102	-10	-10	-15	0.3
39. O=c1[nH]nc(CNc2ccc(OC(F)(F)F)cc2)c2ccccc12
→ 2	102	0	2	3	u	101	4	1	0	-0.1
40. Cc1ccc(N2CCN(C(=S)Nc3ccccc3)CC2)cc1
→ 2	101	-3	-2	0	100	102	0	-4	-5	-0.5
41. Cc1cc(/C=N/NC(=O)c2cccnc2)c(C)n1CC(C)C
→ -2	91	1	0	8	95	93	-3	-2	-1	-0.2
42. O=C(NCCCn1ccnc1)c1cc(-c2cccs2)on1
→ -4	101	1	2	0	105	101	-7	-4	-8	-0.2
43. Cc1cccc(NC(=O)C2CCCN2S(=O)(=O)c2cccc3cccnc23)c1 (stereo not drawn)
→ -1	99	0	-2	0	98	101	-9	-4	-1	0.3
44. CCOc1cc(NC(=O)C2CCCO2)c(OCC)cc1NC(=O)C1CC1 (stereo not drawn)
→ -12	96	1	-2	29	104	100	-14	-9	-6	3.9
45. Cc1ccc(COC(=O)c2nn(C)c(=O)c3ccccc23)cc1
→ -1	101	1	0	3	103	102	-4	0	0	0.7
46. O=C(CN1C(=O)C2C3c4ccccc4C(c4ccccc43)C2C1=O)Nc1ccccc1C(=O)O (stereo not drawn)
→ 3	95	0	3	0	98	101	1	0	-4	-0.2
47. Cc1ccc(NC(=O)CN2C(=O)N/C(=C/c3ccc(C)s3)C2=O)cc1
→ -1	103	-8	-5	0	103	103	-2	-9	-8	0.0
48. Cc1cccc(NC(=O)CC2NC3CCCCC3NC2=O)c1 (stereo not drawn)
→ -8	103	-4	-1	2	104	102	-1	-7	-10	0.2
49. CCNS(=O)(=O)c1ccc2nc(NC(=O)c3cccnc3)sc2c1
→ -6	105	-6	-4	0	99	102	-3	-6	-7	0.3
50. O=C(Nc1cccc([N+](=O)[O-])c1)c1ccc2c(c1)OCO2
→ -3	100	-1	-1	15	101	104	0	-1	-4	0.6
51. O=C(C1CCC(CNS(=O)(=O)c2cccs2)CC1)N1CCCCC1 (stereo not drawn)
→ -1	93	-3	-2	6	95	93	-2	-2	-10	0.7
52. Cc1ccc(S(=O)(=O)N2CCN(C(=O)CCC(=O)NCCc3ccc(S(N)(=O)=O)cc3)CC2)c(C)c1
→ -3	101	-1	0	0	102	100	-3	0	0	-0.3
53. COc1cccc(C(=O)NNC(=O)c2ccccc2Br)c1
→ -4	103	-6	-7	8	99	107	-5	0	-10	0.4
54. COc1ccccc1NCC(=O)N/N=C/C=C/c1ccccc1
→ -10	98	-5	-6	9	98	96	-14	-11	-7	0.4
55. O=C(c1noc2c1CCCC2)N1CCN(c2ccccc2)CC1
→ 11	100	12	6	9	99	100	8	-3	2	0.4

Structures from the list above with a furan ring, fused or not (three):
Values run as follows: Bim-Bcl-2	RGS4-Gao reg	Bcl-W Bim block	Bim-Mcl-1	ABCG2 inh	RGS7-Gao	RGS8-Gao reg	Bfl-1 Bim block	Bcl-B Bim block	Bim-Bcl-XL	ABCB1 block
19. O=C1CN(C(=O)COC(=O)/C=C/c2ccco2)c2ccccc2N1
→ -2	104	0	-1	7	102	101	-4	-4	-5	1.1
25. O=C(O)c1cccc(CSc2nnc(-c3ccco3)o2)c1
→ -16	102	0	-4	16	99	101	-18	-9	-7	2.1
34. CC(NC(=O)c1ccco1)C(c1cccs1)N1CCOCC1 (stereo not drawn)
→ -5	104	3	0	2	101	102	-8	-7	-1	0.6

High-throughput results from PubChem BioAssay.

Rows were taken by chance. About 0.94% of those tested had a hit in this group.
